High-throughput results from PubChem.
MLLE-PAM2 inh: inhibitors of microRNA-mediated deadenylation, human PABP1 MLLE binding. 0.36% of 360,000 active. inhibition, % at 20 µM. GST-MLLE / FITC-PAM2 fluorescence polarization; in the data active means inhibition above about 35%, passing the limit was not always enough;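 further: plate controls were DMSO wells with GST-MLLE for no effect and wells lacking GST-MLLE protein for full effect; some results filed as inactive read as strong as hits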
Rin1-Abl PPI inh: blocks binding of human Rin1 to Abl; 0.4% of 360,000 active; inhibition, % at 7.35 µM; TR-FRET Rin1/Abl binding, biochemical; P00519+Q13671; in the data active means inhibition above about 5%, passing the limit was not always enough
Target sequence (P00519 whole entry, looked up): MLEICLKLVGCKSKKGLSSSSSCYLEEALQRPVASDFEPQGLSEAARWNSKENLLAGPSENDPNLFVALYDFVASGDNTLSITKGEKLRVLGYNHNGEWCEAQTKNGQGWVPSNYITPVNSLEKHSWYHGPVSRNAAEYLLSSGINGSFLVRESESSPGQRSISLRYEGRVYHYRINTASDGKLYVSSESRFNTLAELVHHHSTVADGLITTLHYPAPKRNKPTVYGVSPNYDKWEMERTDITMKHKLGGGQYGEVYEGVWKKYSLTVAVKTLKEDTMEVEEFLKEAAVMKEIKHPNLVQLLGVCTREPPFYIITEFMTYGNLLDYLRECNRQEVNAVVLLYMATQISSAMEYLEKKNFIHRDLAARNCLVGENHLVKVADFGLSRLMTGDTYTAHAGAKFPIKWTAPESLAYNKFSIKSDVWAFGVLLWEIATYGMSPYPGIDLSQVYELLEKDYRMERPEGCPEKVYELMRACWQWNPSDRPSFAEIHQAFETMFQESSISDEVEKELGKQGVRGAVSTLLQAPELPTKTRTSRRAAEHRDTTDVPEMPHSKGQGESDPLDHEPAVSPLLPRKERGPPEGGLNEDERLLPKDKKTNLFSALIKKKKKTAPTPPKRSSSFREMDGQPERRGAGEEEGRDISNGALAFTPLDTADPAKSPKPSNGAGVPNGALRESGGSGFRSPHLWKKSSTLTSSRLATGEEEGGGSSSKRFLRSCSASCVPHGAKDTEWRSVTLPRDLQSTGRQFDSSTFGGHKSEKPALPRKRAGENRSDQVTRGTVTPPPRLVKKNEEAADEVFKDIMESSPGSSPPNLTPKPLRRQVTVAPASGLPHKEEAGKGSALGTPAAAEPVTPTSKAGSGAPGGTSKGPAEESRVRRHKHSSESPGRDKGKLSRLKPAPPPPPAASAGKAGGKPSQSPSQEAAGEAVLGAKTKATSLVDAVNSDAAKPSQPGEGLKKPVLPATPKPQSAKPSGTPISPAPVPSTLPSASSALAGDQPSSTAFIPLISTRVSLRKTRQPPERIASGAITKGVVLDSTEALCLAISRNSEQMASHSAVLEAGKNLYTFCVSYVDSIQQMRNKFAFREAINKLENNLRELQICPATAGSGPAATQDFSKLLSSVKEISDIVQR
Target sequence (Q13671 whole entry, looked up): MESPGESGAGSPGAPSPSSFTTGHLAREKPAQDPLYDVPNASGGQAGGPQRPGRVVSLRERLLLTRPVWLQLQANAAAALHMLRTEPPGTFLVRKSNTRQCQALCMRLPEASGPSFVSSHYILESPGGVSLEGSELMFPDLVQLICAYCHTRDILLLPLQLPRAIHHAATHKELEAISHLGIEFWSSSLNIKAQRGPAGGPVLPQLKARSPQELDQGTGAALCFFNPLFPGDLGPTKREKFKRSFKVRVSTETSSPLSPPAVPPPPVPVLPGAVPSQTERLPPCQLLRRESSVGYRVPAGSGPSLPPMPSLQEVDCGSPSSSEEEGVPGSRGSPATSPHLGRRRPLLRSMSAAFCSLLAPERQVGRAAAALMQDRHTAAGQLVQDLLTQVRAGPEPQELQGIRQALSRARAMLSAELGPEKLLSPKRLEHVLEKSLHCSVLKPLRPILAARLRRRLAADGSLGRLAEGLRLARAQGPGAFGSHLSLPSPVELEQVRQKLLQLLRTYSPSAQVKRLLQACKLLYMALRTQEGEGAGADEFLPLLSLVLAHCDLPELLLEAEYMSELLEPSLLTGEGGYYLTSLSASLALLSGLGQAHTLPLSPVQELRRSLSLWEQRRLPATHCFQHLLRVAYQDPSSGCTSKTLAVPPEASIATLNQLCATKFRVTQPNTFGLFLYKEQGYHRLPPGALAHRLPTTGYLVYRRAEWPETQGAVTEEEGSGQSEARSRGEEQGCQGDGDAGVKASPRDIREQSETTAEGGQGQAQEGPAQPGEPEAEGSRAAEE
Neddyl block: cullin neddylation inhibition; P61081+Q13564; TR-FRET cullin neddylation, biochemical; calls only at 25 µM; 0.58% of 360,000 active; AID 651699; in the data active means inhibition above about 36%
eLon inh: E. coli protease La inhibition; P0A9M0; purified E. coli Lon protease, fluorescence polarization; inhibition, % at 7.94 µM; 0.42% of 360,000 active; in the data active means inhibition above about 13%, passing the limit was not always enough;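 further: 0% = enzyme with probe and DMSO and 100% = no enzyme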
Tb MetRS inh: Trypanosoma brucei MetRS inhibition; purified T. brucei MetRS, ATP depletion, Kinase-Glo luminescence; inhibition, % at 11.9 µM; 0.4% of 360,000 active;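 active means inhibition above a per-plate cutoff of the control wells' mean inhibition plus 3 SD, cut at about 5.5% in these data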;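 further: 0% = DMSO wells median and 100% = median of wells with control inhibitor compound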
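Dosing: 11.9 µM single point; system: parasite MetRS enzyme; technique: luminescence of leftover ATP; times: 15 min enzyme-compound preincubation, 2 h reaction, 10 min detection, 25 °C; replicates: each compound tested once; read-out basis: percent inhibition relative to median high and low control wells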
FAS-TE inh: inhibitors of human fatty acid synthase thioesterase domain | P49327 | recombinant FAS-TE, OMFH fluorogenic substrate, fluorescence endpoint | inhibition, % at 15 µM | 0.67% of 360,000 active | AID 602261;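 active means compounds whose normalised, plate-corrected inhibition of enzyme fluorescence in the single-dose primary screen is 50% or more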;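 further: 0% = DMSO with enzyme and 100% = substrate without enzyme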
CSN inh: CSN deneddylation inhibition; Q92905; Purified CSN, SCF-Nedd8-OG deneddylation, fluorescence polarization; inhibition, % at 12.5 µM; 0.38% of 360,000 active; AID 651999;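 active means pattern-corrected inhibition above about 35%, with an unprinted fluorescence ratio check between 0.5 and 1.5, limit read from the data, passing the limit was not always enough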;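 further: 0% = enzyme with substrate and 100% = substrate without enzyme; some results filed as inactive read as strong as hits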
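test system = HEK293T-derived human Csn5 enzyme | amount = 0.24 nM Csn5 enzyme, final concentration | medium = Tris/NaCl/DTT buffer, pH 7.5 | schedule = 90 min reaction at room temperature | signal = FP | evaluation = inhibition of Csn5 cleavage, % | compound dosing = single dose of 12.5 µM compound with 0.25% DMSO | probe or stimulus = 10 nM SCFSkp2-Nedd8OG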
bovine MsrA act: activators of bovine methionine sulfoxide reductase A. purified bovine MsrA, absorbance read-out. activation, % at 10.6 µM. 0.3% of 360,000 active. AID 602163; in the data active means activation above about 7.5%;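 further: 0% = vehicle and 100% = reference activator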
MsrA inhibitor: inhibitors of bovine MsrA; inhibition, % at 15.5 µM; AID 651718; 0.75% of 360,000 active; purified bovine MsrA, absorbance read-out; in the data active means inhibition above about 4.5%;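 further: 0% = vehicle wells with enzyme and 100% = reference inhibitor wells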
Numbers without * were called inactive; i = inactive; · = not tested or not shown. Compounds as they come; overall some 4% were active at least once.

1: CNS(=O)(=O)c1ccc2c3c(cccc13)C(=O)N2
2: O=C(Cc1ccc(Cl)cc1)Nc1ccccc1CO
3: COc1ccc(/C=N/Nc2nnc(-c3ncc[nH]3)c3ccccc23)cc1
4: Cc1nnc(SCc2cnc(-c3ccc(C(C)C)cc3)s2)n1C
5: COc1ccc(CCNC(=O)C2CCC(C(C)(C)C)CC2)cc1OC (centres undefined)
6: O=C(Nc1nc2ccc(Cl)cc2s1)C1CC1
7: C=CCOC(=O)C1=C[C@H](c2ccc(Br)cc2)[C@@H](CCCO)[C@H](OCC)O1
8: CCOC(=O)C1CCN(C(=S)Nc2ccc(Cl)cc2C)CC1

compound no.	1	2	3	4	5	6	7	8
MLLE-PAM2 inh	2	-6	-20	-12	-5	5	-2	-61
Rin1-Abl PPI inh	-6	-1	-5	-4	-2	0	0	-1
Neddyl block	·	i	i	i	i	i	i	i
eLon inh	0	-9	3	9	2	6	0	1
Tb MetRS inh	-1.6	-1.2	0.1	-0.4	-0.5	-1.2	-0.5	0.2
FAS-TE inh	-7	-5	-5	0	12	0	17	7
CSN inh	5	-4	1	2	-1	2	-2	-5
bovine MsrA act	-8	-9	-2	0	-2	-10	-1	-2
MsrA inhibitor	2.0	-1.9	·	-0.1	-0.9	1.2	-0.9	-1.7

Four compounds already listed, arranged by heavy-atom count, smallest number first.
1: CNS(=O)(=O)c1ccc2c3c(cccc13)C(=O)N2
4: Cc1nnc(SCc2cnc(-c3ccc(C(C)C)cc3)s2)n1C
5: COc1ccc(CCNC(=O)C2CCC(C(C)(C)C)CC2)cc1OC (centres undefined)
3: COc1ccc(/C=N/Nc2nnc(-c3ncc[nH]3)c3ccccc23)cc1

compound no.	1	4	5	3
MLLE-PAM2 inh	2	-12	-5	-20
Rin1-Abl PPI inh	-6	-4	-2	-5
Neddyl block	·	i	i	i
eLon inh	0	9	2	3
Tb MetRS inh	-1.6	-0.4	-0.5	0.1
FAS-TE inh	-7	0	12	-5
CSN inh	5	2	-1	1
bovine MsrA act	-8	0	-2	-2
MsrA inhibitor	2.0	-0.1	-0.9	·

Additional compounds.
9: C=CCn1cnc2scc(-c3ccc(C)cc3)c2c1=O
10: COc1ccc(CCN2C(=O)c3ccccc3C2c2nnnn2-c2c(C)cccc2C)cc1OC (centres undefined)
11: CC(=O)N1CSCC1C(=O)N1CCN(c2ccc(N3CCOCC3)nn2)CC1 (centres undefined)
12: CCCC(=O)NCCc1nc2cc([N+](=O)[O-])ccc2n1C
13: Cc1cc(C)nc(NC(=O)Nc2ccc(F)cc2F)n1
14: CN(C)c1nc(SCC(=O)Nc2ccc(Cl)c(Cl)c2)nc(N2CCOCC2)n1
15: Cc1nn(-c2ccccc2)c2[nH]c(=O)cc(C(F)(F)F)c12
16: Cc1ccc(N(CC(=O)NC2CCCC2)C(=O)CCC(=O)Nc2ccccn2)cc1C

compound no.	9	10	11	12	13	14	15	16
MLLE-PAM2 inh	-10	·	30	7	-6	-14	7	7
Rin1-Abl PPI inh	-1	·	-1	-2	0	0	0	1
Neddyl block	i	i	·	i	i	i	i	i
eLon inh	0	-5	-8	-6	9	-10	7	0
Tb MetRS inh	0.2	-1.3	-0.5	-0.6	0.2	0.2	0.0	-0.1
FAS-TE inh	-1	-1	-7	-11	-1	12	-3	1
CSN inh	2	4	9	3	-3	4	4	-3
bovine MsrA act	-6	-3	-2	-2	-1	-1	-4	-1
MsrA inhibitor	1.1	2.2	0.4	-1.6	-0.9	0.5	1.5	-0.8

17: COc1ccc(CCNC(=O)C2CCCN(S(=O)(=O)c3cccc4nonc34)C2)cc1OC (centres undefined)
18: COc1c(O)ccc(/C=N\NC(=O)c2ccc3c(c2)OCO3)c1[N+](=O)[O-]
19: COc1ccc(C(CNC(=O)COc2ccc(Cl)c(C)c2)N2CCCCC2)cc1 (centres undefined)
20: CCOC(=O)N1CCN(C(=O)CN(c2cccc(OC)c2)S(C)(=O)=O)CC1
21: Cc1cc(O)c(C(C)C)cc1N=Cc1ccc([N+](=O)[O-])cc1
22: O=C(O)c1cc(-c2ccc(Cl)cc2)n(-c2ccc(F)cc2)n1
23: Cc1c(C(=O)NCC2CCCO2)sc2nc(-c3ccc(F)cc3)cn12 (centres undefined)
24: O=C(O)Cc1ccc(N2N=C(c3ccccc3)CC2=O)cc1

compound no.	17	18	19	20	21	22	23	24
MLLE-PAM2 inh	15	14	-7	2	39	-4	-11	11
Rin1-Abl PPI inh	-4	-2	-2	0	0	-1	1	4
Neddyl block	i	i	i	i	i	i	i	·
eLon inh	-4	-5	5	1	-2	1	5	0
Tb MetRS inh	-1.4	0.2	-0.3	0.0	-0.3	-0.6	-0.5	-0.9
FAS-TE inh	-3	-5	5	-7	2	-4	-4	3
CSN inh	4	-1	-1	-5	-1	3	2	-4
bovine MsrA act	-4	-4	-2	-3	-1	-2	-7	-7
MsrA inhibitor	-0.1	8.1*	-0.7	1.0	1.2	-0.9	-0.7	-1.3

25: OCCC1CN(Cc2cccn2-c2ccccn2)CCN1Cc1ccccc1 (centres undefined)
26: Cc1ccc2cc(F)ccc2n1
27: CCC(=O)N1CCCc2cc(S(=O)(=O)NCc3cccs3)ccc21
28: COc1ccc2[nH]cc(C(=O)CN3CCCC(C)C3)c2c1 (centres undefined)
29: COc1ccc(/C=N/n2c(-c3cc(C)[nH]n3)n[nH]c2=S)cc1
30: CNS(=O)(=O)c1c(C)cc(C)c(N(C)S(=O)(=O)c2ccccc2)c1C
31: COc1ccccc1CN1CC(C(=O)NCCN2CCOC2=O)CCC1=O (centres undefined)
32: COc1ccc(C(=O)ON=C2C=C(C)C(=O)C(C)=C2)cc1

compound no.	25	26	27	28	29	30	31	32
MLLE-PAM2 inh	-2	·	0	-10	-20	2	-9	-126
Rin1-Abl PPI inh	2	·	-1	-1	-3	1	-2	-1
Neddyl block	i	i	i	i	i	i	i	i
eLon inh	-4	-6	-6	-4	-4	-3	4	10
Tb MetRS inh	-0.2	-0.6	-0.4	-1.0	-0.7	-0.8	-0.6	-0.2
FAS-TE inh	-3	-4	-4	-9	-7	-5	-6	2
CSN inh	4	-2	-5	-2	-3	0	0	1
bovine MsrA act	-1	-1	-6	2	1	-14	-6	-2
MsrA inhibitor	2.1	2.4	0.6	1.3	-0.9	0.2	0.3	-0.8

33: COC(=O)c1ccc([C@@H]2C[C@H]3CN(Cc4cccnc4)C(=O)[C@]34CCCN24)cc1
34: COc1ccc(NC(=O)CSc2nc3c(sc4ccccc43)c(=O)n2CCCN2CCCC2)cc1
35: CC(C)CNC(=S)NC1CCCC1
36: COc1ccccc1C(=O)COC(=O)c1cccs1
37: Cc1nc2ccccc2c(C)c1C(=O)c1ccc(F)cc1
38: COCCCNC(=O)c1cc(-c2cccnc2)nc2ccc(S(=O)(=O)N3CCCCCC3)cc12
39: CCCNC(=O)CN1C(=O)COc2ccc(S(=O)(=O)N3CCCCCC3)cc21
40: C[C@@H](C(=O)OCC(=O)c1ccccc1)N1C(=O)C2CCCCC2C1=O (some centres undefined)

compound no.	33	34	35	36	37	38	39	40
MLLE-PAM2 inh	-2	-61	-9	6	-1	9	-7	8
Rin1-Abl PPI inh	0	-8	-2	1	0	3	5	2
Neddyl block	i	i	i	i	i	i	i	i
eLon inh	2	5	-5	-12	6	-2	-6	0
Tb MetRS inh	-0.7	0.2	-0.5	-0.1	0.4	-1.1	0.4	-0.1
FAS-TE inh	-4	14	-8	4	-2	-2	0	-3
CSN inh	7	2	2	0	-8	2	0	-3
bovine MsrA act	-1	-2	7	1	-3	-7	-4	-3
MsrA inhibitor	-0.4	·	0.8	-0.5	-0.8	-0.3	-0.1	0.0

41: CN(C)S(=O)(=O)c1ccc(N2CCCC2)c(C(=O)Nc2ccccc2Br)c1
42: CCn1c(-c2ccc([N+](=O)[O-])cc2)n[nH]c1=S
43: O=[N+]([O-])c1ccc(OCCCCN2CCCCC2)cc1
44: Cc1cccc(NC(=O)c2sc(C)nc2C)c1
45: COc1ccc(OCC(=O)Nc2nc3ccc(NC(C)=O)cc3s2)cc1
46: COC(=O)c1c(NC(C)=O)sc(C(=O)Nc2ccccc2)c1C
47: O=C1N=C(N2CCOCC2)S/C1=C\c1ccc(-c2ccccc2Cl)o1
48: COc1ccc(C)cc1S(=O)(=O)N(CC(=O)NCc1ccco1)c1ccc(C)cc1

compound no.	41	42	43	44	45	46	47	48
MLLE-PAM2 inh	-37	-21	-2	-11	-2	0	71	-7
Rin1-Abl PPI inh	1	5	-3	1	0	0	-1	-2
Neddyl block	i	i	i	i	i	i	·	i
eLon inh	-4	-6	4	-2	-2	-6	4	4
Tb MetRS inh	-0.5	-2.6	1.1	0.2	-0.4	-0.6	-0.3	0.4
FAS-TE inh	8	-1	-4	-6	-3	1	-3	5
CSN inh	-3	-5	2	-2	12	0	2	-4
bovine MsrA act	-3	-10	-3	1	-2	-7	0	-5
MsrA inhibitor	0.4	1.3	1.0	-0.7	-0.4	1.4	-1.0	1.9

49: COc1ccc(C=NNC(=O)c2cc(C)oc2C)cc1O
50: COCC(=O)N(CCc1ccccc1)Cc1cc2cc(C)ccc2nc1Cl
51: Cn1c(=O)c2c(nc(NCc3ccccc3)n2C)n(C)c1=O
52: COc1ccc(-c2nc3c(c(=O)c4ccccc4n3C)c(=O)n2Cc2ccccc2)cc1
53: COc1ccc(C(=O)CSc2nc3ccccc3n2CC(=O)NC(C)(C)C)cc1
54: COC(=O)CCSc1nccn1Cc1ccccc1
55: O=C(NC(c1ccccc1)c1ccccc1)c1ccc(Br)o1
56: Cc1c(Cl)cccc1NC(=O)CCCN1C(=O)CCC1=O

compound no.	49	50	51	52	53	54	55	56
MLLE-PAM2 inh	5	10	-9	-7	-7	-115	0	11
Rin1-Abl PPI inh	-2	-3	2	-2	-2	2	0	-1
Neddyl block	i	i	i	i	i	i	i	i
eLon inh	-5	0	1	-2	3	-12	0	3
Tb MetRS inh	-0.4	-1.8	0.1	0.4	-0.2	-0.6	-1.4	-0.5
FAS-TE inh	-6	6	-6	-10	-1	-9	9	-4
CSN inh	4	-2	2	3	-4	-2	5	0
bovine MsrA act	-15	-4	0	-5	9.7*	-1	-15	-4
MsrA inhibitor	3.4	-1.0	-0.4	-1.2	0.2	0.0	0.8	-1.2

57: CCCCN(C(=O)c1ccc(S(=O)(=O)N(C)C)cc1)c1ccccc1
58: O=C(NCc1cccnc1)c1ccc2c(c1)N(Cc1ccccc1)CCS2
59: O=C(NN=C1CCN(Cc2ccccc2)CC1)c1ccccc1O
60: CCOc1cc(/C=N\NC(=O)c2ccc(C)nc2)cc([N+](=O)[O-])c1O
61: CC(C)(CNC(=O)c1ccc(Br)o1)CNC(=O)c1ccc(Br)o1
62: Clc1ccc2c(NNc3ccccc3Cl)ccnc2c1
63: Cc1ccc2nc(SCC(=O)Nc3c(C)n(C)n(-c4ccccc4)c3=O)[nH]c2c1
64: COC(=O)Cn1cnc2c(C#N)c3n(c2c1=O)CCCC3

compound no.	57	58	59	60	61	62	63	64
MLLE-PAM2 inh	5	28	3	1	-1	-2	-18	15
Rin1-Abl PPI inh	-7	-3	-1	-8	1	-3	-3	4
Neddyl block	i	i	i	i	i	i	i	i
eLon inh	-6	-9	-4	-1	-7	-5	3	-2
Tb MetRS inh	0.4	0.9	-0.8	-0.7	-0.2	-0.3	0.1	-0.1
FAS-TE inh	-4	3	-7	-8	-4	16	-11	-5
CSN inh	2	-2	-3	2	2	4	0	-3
bovine MsrA act	1	-6	-6	-3	-2	-2	-6	-1
MsrA inhibitor	3.9	0.0	2.1	8.0*	-0.5	1.0	2.2	-0.6
